# hcDAF12 agonist: activators of H. contortus DAF-12 nuclear receptor; 1.4% of 370,000 active; HEK293 hcDAF-12 lit1-tk-luc reporter, luminescence; 0% DMSO, 100% Δ7-dafachronic acid; activation, % at 6.8 µM;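 active means activation above the mean of all tested compounds plus 3 SD, cut at about 5.5% in these data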;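 further: 100% = response to 3 µM Δ7-dafachronic acid high control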
# SMARCA2 activ: SMARCA2 function activation, primary screen | activation, % at 9.1 µM | MG213 cells, MMTV-luciferase reporter, dexamethasone, overnight | 1% of 370,000 active | AID 652017; in the data active means activation above about 7.8%;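 further: 0% = vehicle wells and 100% = reference activator wells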
# ssDAF12 agonist: activates DAF-12 receptor from parasite S. stercoralis | HEK293 ssDAF-12/GRIP1 lit1-tk-luc reporter, luminescence; % of 3 µM dafachronic acid response | activation, % at 6.8 µM | 1% of 370,000 active;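 active means activation above the mean over all tested compounds plus 3 SD, cut at about 0.9% in these data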;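 further: 0% = DMSO-only wells and 100% = 3 µM delta7-dafachronic acid wells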
# DAX1 inh-1: inhibitors of human orphan nuclear receptor DAX1 (NR0B1); HEK293 Gal4-DAX1 luciferase reporter, luminescence; inhibition, % at 6.75 µM; 0.99% of 340,000 active; AID 504766;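 active means inhibition above the mean over all tested compounds plus 3 SD, cut at about 4.2% in these data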;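 further: 0% = DAX1-transfected cells with DMSO and 100% = empty-vector control cells with DMSO; inhibition shows as a rise in luminescence from relieved DAX1 repression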
# DAX1 inh-2: blocks DAX1 repression of SF-1 activated StAR promoter | HEK293T StAR-luciferase reporter, SF-1/DAX-1 repression relief | inhibition, % at 6.8 µM | 1.1% of 370,000 active | AID 652010;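 active means inhibition above the mean over all tested compounds plus 3 SD, cut at about 3.6% in these data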;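 further: 0% = DAX-1 cells with DMSO and 100% = cells lacking DAX-1 with DMSO; higher inhibition means more luminescence from relief of DAX-1 repression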
# MBD2 DNA inh: blocks human MBD2 binding to methylated DNA; Q9UBB5; 0.31% of 370,000 active; inhibition, % at 4.4 µM; AID 686964; TR-FRET, MBD2 binding to methylated oligonucleotide; in the data active means inhibition above about 13%
# hgDAF12 agonist: hgDAF-12 agonism, primary luciferase screen; HEK293 GAL4-hgDAF12 UAS-luciferase reporter, agonist luminescence; normalized to butyrate control; activation, % at 6.8 µM; 1.8% of 370,000 active;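 active means activation above a cutoff set at the mean of all screened compounds plus 3 SD, cut at about 10% in these data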;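 further: 0% = DMSO wells and 100% = sodium butyrate wells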
# PLCb3 inh: inhibitors of human phospholipase C beta3; 0.18% of 370,000 active; Purified PLC-beta3, fluorogenic substrate, fluorescence; inhibition, % at 12.2 µM; Q01970; in the data active means inhibition above about 11%;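 further: 0% = median of compound wells on plate and 100% = full blocker control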
# Target sequence (Q01970 whole entry, looked up): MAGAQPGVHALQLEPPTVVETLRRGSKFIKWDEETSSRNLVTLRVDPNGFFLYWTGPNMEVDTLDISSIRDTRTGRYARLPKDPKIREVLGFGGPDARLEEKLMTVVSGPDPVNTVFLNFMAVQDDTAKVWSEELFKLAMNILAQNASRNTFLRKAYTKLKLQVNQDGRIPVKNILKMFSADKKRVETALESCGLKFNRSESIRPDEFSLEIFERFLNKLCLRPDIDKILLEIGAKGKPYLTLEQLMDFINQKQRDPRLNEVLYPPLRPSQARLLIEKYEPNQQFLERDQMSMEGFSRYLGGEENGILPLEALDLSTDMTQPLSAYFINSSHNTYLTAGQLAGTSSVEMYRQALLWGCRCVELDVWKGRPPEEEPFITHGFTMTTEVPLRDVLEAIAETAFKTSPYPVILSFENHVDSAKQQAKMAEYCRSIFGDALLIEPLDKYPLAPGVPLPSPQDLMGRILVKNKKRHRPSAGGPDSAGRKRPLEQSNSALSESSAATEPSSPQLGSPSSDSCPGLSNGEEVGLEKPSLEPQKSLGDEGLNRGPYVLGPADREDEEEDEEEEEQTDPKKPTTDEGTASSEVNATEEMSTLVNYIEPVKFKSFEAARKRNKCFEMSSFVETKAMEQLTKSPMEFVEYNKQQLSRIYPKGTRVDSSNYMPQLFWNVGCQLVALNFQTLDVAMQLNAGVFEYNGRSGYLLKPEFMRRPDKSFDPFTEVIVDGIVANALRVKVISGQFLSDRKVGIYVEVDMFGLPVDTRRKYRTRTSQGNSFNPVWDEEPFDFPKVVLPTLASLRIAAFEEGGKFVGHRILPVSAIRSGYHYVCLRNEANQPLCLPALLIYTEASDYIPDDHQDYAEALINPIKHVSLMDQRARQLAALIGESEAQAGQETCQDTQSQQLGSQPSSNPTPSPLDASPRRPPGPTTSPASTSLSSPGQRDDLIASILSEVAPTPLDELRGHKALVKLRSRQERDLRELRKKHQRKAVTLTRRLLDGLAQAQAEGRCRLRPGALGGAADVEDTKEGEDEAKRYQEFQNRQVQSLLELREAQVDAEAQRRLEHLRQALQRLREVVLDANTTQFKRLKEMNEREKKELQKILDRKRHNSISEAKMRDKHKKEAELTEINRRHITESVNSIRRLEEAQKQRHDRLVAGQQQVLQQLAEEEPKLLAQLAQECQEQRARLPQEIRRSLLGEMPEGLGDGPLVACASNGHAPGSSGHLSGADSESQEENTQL
# ADAM17 inh: inhibits human ADAM17 | recombinant ADAM17, EDANS/DABCYL FRET peptide cleavage | P78536 | AID 720648 | 0.83% of 370,000 active | inhibition, % at 6.95 µM;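 active means inhibition above the mean of compounds lying between control limits plus 3 SD, set per campaign, cut at about 8.5% in these data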;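 further: 0% = DMSO-only wells as the low control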
# PLC-gamma1 inh: PLC-gamma1 (human) inhibition, primary screen | P19174 | 0.84% of 370,000 active | purified PLC-gamma1, fluorogenic substrate, fluorescence | inhibition, % at 12.2 µM; in the data active means inhibition above about 9.5%
# Rev-erbA mod: modulators of human Rev-erb alpha DNA binding | 0.79% of 370,000 active | activity, % at 10 µM | Rev-erbα–FITC-DNA binding, fluorescence polarization, 90 min | P20393;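 active means activity above about 14%, limit read from the data; passing the limit was not always enough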;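 further: 0% = DMSO wells with 35 nM protein and 100% = DMSO wells with 750 nM protein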
# The depositor's hits bear a star; x = no result given.
SMILES,hcDAF12 agonist,SMARCA2 activ,ssDAF12 agonist,DAX1 inh-1,DAX1 inh-2,MBD2 DNA inh,hgDAF12 agonist,PLCb3 inh,ADAM17 inh,PLC-gamma1 inh,Rev-erbA mod
O=C(CCN1C(=O)S/C(=C\c2ccc(Cl)cc2)C1=O)Nc1ccc(C(=O)O)cc1,-1.4,-3,-0.7,1.5,1.3,1,1.2,-6,-3,-2,1
O=C(CSc1n[nH]c(-c2ccccc2O)n1)NC1CCCCC1,-1.6,-3,-1.7,-1.8,-0.2,-3,1.9,-2,1,3,-5
COc1ccc(C2c3ccc4ccccc4c3Oc3ncn(Cc4ccco4)c(=N)c32)cc1OC (stereo not given),-2.4,0,-2.0,-1.4,-0.8,0,-2.4,-34,7,-27,-14
COc1ccccc1C(=O)NC(=O)Cn1nc(C)c([N+](=O)[O-])c1C,0.2,-1,-0.8,-0.2,1.4,-3,3.7,-2,-1,-5,0
CCOc1cc(/C=N/NC(=O)C(=O)NC)cc(Br)c1O,-1.4,2,-1.6,-0.6,0.2,-4,0.7,1,2,-3,-5
Cc1nn(-c2ccccc2)c(C)c1NC(=O)COC(=O)[C@@H](NC(=O)c1ccccc1)C(C)C,0.2,-1,-1.2,-0.8,0.1,1,3.2,1,-2,-3,-6
N#CCCn1cc(/C=C2\NC(=S)N(c3ccccc3)C2=O)c(-c2ccc(F)cc2)n1,-0.9,-2,-1.5,-0.3,-0.7,2,-0.2,1,3,-3,2
O=C(COc1ccccc1[N+](=O)[O-])NCCCN1CCCC1=O,1.2,1,-0.8,-0.3,0.4,-1,3.5,3,-2,4,1
Cc1ccsc1/C=N/N1CCN(c2ccccc2)CC1,1.0,4,-1.1,1.4,1.2,-6,6.6,1,2,-2,1
O=S(=O)(Nc1nccs1)c1ccc(NCc2cc(Br)cc(Br)c2O)cc1,0.1,-3,0.4,1.2,0.1,-5,-4.8,-7,6,3,9
CC(C)N(C(=O)COC(=O)c1ccc(Cl)nc1)C(C)C,-1.2,-2,-0.6,2.9,0.3,-1,-0.6,-185,-1,-1,-4
Cc1ccc(NC(=O)C2CCN(c3ncnc4c3nc3n4CCCCC3)CC2)cc1Cl,-1.4,-3,-1.1,-0.3,-0.2,0,-0.3,-6,1,-1,8
O=C(Nc1ccc(F)cc1)NC1CCN(Cc2ccccc2)CC1,-0.5,2,-0.2,-1.3,-0.2,-3,-4.3,5,1,0,2
CC(=O)Nc1c(Cl)c(Cl)c2c(c1Cl)C(=O)c1cc(Cl)ccc1-2,3.5,0,-0.5,-0.3,-0.9,-2,1.7,0,-2,2,-5
O=C(Nc1ccc(Cc2ccncc2)cc1)c1ccc(S(=O)(=O)N2CCOCC2)cc1,-3.3,-5,-1.7,-4.2,-3.2,-6,-5.5,4,-1,-2,-5
CC(C)COc1ccc(C(=O)N/C(=C\c2cccc([N+](=O)[O-])c2)C(=O)O)cc1,-1.2,4,-1.0,0.1,-0.2,2,3.2,-9,-1,0,-2
O=C(N/N=C/c1c(Cl)cccc1Cl)C(=O)NC1CC1,-0.9,-1,-1.3,0.4,-0.3,-2,2.2,-3,-1,1,0
COC(c1ccc(Cl)cc1)(c1ccc(Cl)cc1)C(Oc1nc(C)cc(C)n1)C(=O)O (stereo not given),-1.4,-1,-1.7,1.2,0.1,0,-0.6,-9,-2,2,-8
C=CCCN(Cc1ccccc1)S(=O)(=O)c1ccccc1Br,-1.1,-1,-0.6,-0.5,-0.7,3,0.8,-2,0,-2,8
Nc1ccc(Cl)cc1/C(=N/O)c1ccccc1,-1.0,-3,-0.8,0.3,-0.8,-2,-1.1,-4,0,-1,-2
C#CCNC(=O)C[C@H]1C[C@@]2(C(=O)OC)C(=C[C@H](C(C)C)O[C@@H]2C2CC2)N(Cc2ccc3c(c2)OCO3)C1=O,-0.9,-3,-0.9,x,-0.3,1,4.3,3,-1,2,1
O=C(Nc1cccc(Cl)c1)N1CCSc2cc(Cl)ccc21,-0.7,0,-0.9,2.5,-0.3,-4,0.2,-1,-3,5,2
COC(=O)c1ccc(NC(=O)C(OC)c2ccccc2)cc1 (stereo not given),-2.1,-4,-1.2,3.7,-0.4,0,-1.0,-1,-1,0,1
C=CCNC(=S)Nc1ccc2nc(C)c(C)nc2c1,0.7,1,-0.8,1.9,0.0,-1,1.5,-58,-10,-51,2
O=C(O/N=C/c1cccc([N+](=O)[O-])c1)C1CC1,1.1,1,-1.4,0.1,-0.3,2,2.1,4,-4,0,2
Cc1ccc(S(=O)(=O)NCCC(=O)NNC(=O)C2COc3ccccc3O2)cc1 (stereo not given),-0.5,0,-0.3,2.9,0.8,0,0.3,-7,-6,-1,-1
O=C(NCc1ccc(Cl)cc1)NCC(F)(F)F,1.3,1,-1.1,1.1,-0.8,-5,-1.2,4,-2,0,-1
Cc1ccc(S(=O)(=O)N2c3ccccc3NC(=O)C2CC(=O)Nc2ccccc2)cc1 (stereo not given),-0.2,-1,-1.0,2.0,0.0,1,-1.2,2,0,2,-4
COc1ccc(N2C(=O)C3NN=C(C(=O)OCc4ccccc4)C3C2=O)cc1 (stereo not given),-1.9,-2,-1.0,0.2,0.1,5,-1.1,-4,-2,1,-2
COc1ccc(/C=C/C(=O)OCC(=O)Nc2ccc(Cl)cn2)cc1,0.8,-1,-1.4,-1.1,-0.8,-4,-2.8,-6,-2,-3,-4
CCn1c(C)nc2cc(-c3nnc(-c4c(-c5ccccc5)noc4C)o3)ccc21,-2.6,0,-2.2,-1.9,-0.9,-1,-5.6,1,-2,1,-3
O=C(CSc1nnc(-c2ccc(Cl)cc2Cl)n1C1CCCCC1)N1CCCC1,-2.5,-1,-1.2,-0.2,-0.1,4,-1.4,1,4,11*,0
Cc1ccc(C(=O)Nc2cc3c(oc2=O)CCCC3=O)cc1,4.0,3,0.4,3.0,2.4,-2,11*,0,0,-2,2
CCOC(=O)Cc1csc(NC(=O)CSc2nnnn2-c2ccc(C)cc2C)n1,0.6,-2,-0.8,0.0,-0.4,-1,3.5,4,2,3,0
Cc1c(C(C)NC(=O)c2cc(COc3cccc4cnccc34)on2)cnn1C (stereo not given),-5.5,-3,-2.4,-4.0,-8.4,0,-2.3,-36,-33,-25,-2
Cc1onc(-c2ccccc2Cl)c1-c1nc(-c2ccncc2)no1,-0.4,0,-1.5,-0.9,-1.5,-2,-2.5,-4,4,-1,8
O=C(NCc1cccnc1)c1ccc(Cn2c(=S)[nH]c3ccc(Br)cc3c2=O)cc1,-0.8,-2,-2.1,-0.3,0.0,0,1.3,-3,-2,1,9
CNc1ccccc1C(C)(C)c1cc(C)[nH]n1,-1.3,1,-1.1,0.9,-0.2,-1,-2.3,-1,3,3,2
Cc1nc2ccccn2c1C(=O)NNC(=O)Nc1ccccc1,-1.0,-2,-1.1,1.1,-0.8,1,0.6,-7,-1,0,-3
Cc1ccc(C)c(NC(=O)CN(C)C(=O)C2CCN(S(=O)(=O)c3ccc4c(c3)OCCO4)CC2)c1,-1.7,2,-1.3,-0.4,-0.5,-1,-1.1,0,-2,4,3

# Nothing new here: an excerpt of the list.
SMILES,hcDAF12 agonist,SMARCA2 activ,ssDAF12 agonist,DAX1 inh-1,DAX1 inh-2,MBD2 DNA inh,hgDAF12 agonist,PLCb3 inh,ADAM17 inh,PLC-gamma1 inh,Rev-erbA mod
CNc1ccccc1C(C)(C)c1cc(C)[nH]n1,-1.3,1,-1.1,0.9,-0.2,-1,-2.3,-1,3,3,2
Cc1nc2ccccn2c1C(=O)NNC(=O)Nc1ccccc1,-1.0,-2,-1.1,1.1,-0.8,1,0.6,-7,-1,0,-3
Cc1ccc(C)c(NC(=O)CN(C)C(=O)C2CCN(S(=O)(=O)c3ccc4c(c3)OCCO4)CC2)c1,-1.7,2,-1.3,-0.4,-0.5,-1,-1.1,0,-2,4,3

# Next structures follow:
SMILES,hcDAF12 agonist,SMARCA2 activ,ssDAF12 agonist,DAX1 inh-1,DAX1 inh-2,MBD2 DNA inh,hgDAF12 agonist,PLCb3 inh,ADAM17 inh,PLC-gamma1 inh,Rev-erbA mod
CC(C)CCNC(=O)C(c1ccc(O)cc1)N(Cc1cccs1)C(=O)C1COc2ccccc2O1 (stereo not given),-2.5,-4,-0.9,-0.8,-0.9,-5,-2.9,6,8,4,2
COc1ccc(N2CCN(C(=O)CSc3nnc(Cn4nnc5ccccc54)n3C)CC2)cc1,-1.7,1,-1.8,-1.2,-0.9,0,-1.9,1,-2,2,-4
Cc1ccc2nc(N)nnc2c1,-0.4,-5,-1.1,1.6,0.1,-2,2.1,-1,0,2,-2
Cn1nnnc1SCc1cccc(CSc2nnnn2C)n1,-0.4,0,-1.9,0.6,0.4,-3,-0.5,2,3,6,3
CC1CCCCC1NC(=O)CCn1c(=O)sc2ccccc21 (stereo not given),1.5,-2,-1.5,1.1,0.1,2,0.2,-6,-5,3,-2
COc1cc(-n2c(=O)c3ccccc3n(Cc3cc(=O)n4ccccc4n3)c2=O)cc(OC)c1OC,-0.7,0,-1.4,-0.2,0.3,-2,-1.6,1,-2,-3,4
O=C(CSc1nnc(-c2ccncc2)o1)NCc1ccc(Cl)cc1,-1.5,-3,-1.0,2.6,-1.0,9,-2.7,-6,-7,2,-10
O=C(CCCOc1ccccc1)N1CCN(c2ccc(F)cc2)CC1,-0.3,4,-0.2,1.4,0.5,0,3.9,1,-3,-1,1
Cc1ccc(N(C(=O)C2CCC(=O)N2)C2(C(=O)NC3CCCCC3)CCCCC2)cc1 (stereo not given),-2.4,-2,-1.6,0.2,-0.1,2,2.3,0,0,2,-5
O=C(Cn1c(-c2ccccn2)nc2ccccc21)N/N=C/c1cccnc1,0.7,0,0.2,x,0.4,-6,-0.2,-3,1,-1,4
CCSC(C)CC1CC(=O)CC(=O)C1 (stereo not given),-1.4,1,-1.1,2.9,-0.1,-1,-0.6,-4,-3,-2,2
CNC(=O)c1sccc1Oc1ccc(F)cc1[N+](=O)[O-],0.2,4,-1.8,0.8,-0.1,-2,-2.0,2,1,-3,-2
COc1ccc(C(=O)NC(=O)NC2(C(Cl)(Cl)Cl)OCCO2)cc1,9.7*,6,1.0*,3.4,12*,-1,25*,-2,-6,-3,0
O=C(CN1CCC(Cc2ccccc2)CC1)NCCc1ccc(F)cc1,-1.3,-3,-1.4,0.1,0.4,1,1.1,-44,3,1,1
Cc1ccc(NC(=O)c2ccc(S(=O)(=O)Nc3c(C)n(C)n(-c4ccccc4)c3=O)cc2)nc1,0.7,-1,-0.9,0.0,1.2,-1,-1.7,-3,-2,6,0
Cc1cc(C)c(C#N)c(SCCN2CCOCC2)n1,0.4,-2,-0.6,1.7,0.5,4,-0.9,-7,-5,1,0
CCOc1nc(NC2CCCCC2)nc(NC(C)(C)C)n1,-1.2,-4,-1.3,-0.8,-0.7,3,0.3,3,-4,3,0
C/C(=N\NC(=O)c1c(Cl)c(C)nn1C)c1ccc(NC(=O)COc2ccc(Cl)cc2C)cc1,3.2,0,0.1,1.0,-0.3,-2,0.9,2,0,2,4
Clc1ccc(Cn2nnc(-c3ccc(N4CCOCC4)cc3)n2)cc1,-1.6,-2,-0.4,0.7,-1.1,1,4.2,4,-4,3,2
COc1ccc(CNC(=O)Cn2c(=O)oc3cc(S(=O)(=O)N4CCCC4)ccc32)cc1,0.8,-2,-1.4,-0.7,-1.6,2,-1.3,-4,-1,4,5
CCOCc1nnc(NS(C)(=O)=O)s1,-0.8,-6,0.6,1.3,-0.2,0,0.5,4,-3,2,4
